From PubChem
WRN helicase inh – inhibitors of human WRN helicase | Q14191 | WRN helicase unwinding, fluorescent forked duplex, kinetic | Potency, µM (highest dose often 114 µM), inactives show top-dose activity change, negative = inhibition, actives largely listed as inhibitors | hit rate 0.46% among 360,000; note: potency is the fitted concentration of half-maximal effect; % is set by controls: 0 for no effect and ±100 for the full control effect; nearly all actives have a fitted effect of over 55% in size
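Kinetic fluorescence helicase assay: unwinding of a quenched forked DNA duplex (100 nM final) with 2 mM ATP final raises red fluorescence (525/598 nm). Compounds sat 15 min at room temperature with 20 nM WRN beforehand.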
aSyn rescue – alpha-synuclein toxicity inhibition in yeast | Potency, µM (titrated, usually from 46.1 µM), inactives show at the highest dose growth rescue (activation), hits mostly activators | hit rate 0.14% among 370,000 | Yeast expressing alpha-synuclein, growth rescue, BacTiter-Glo, 24 h; note: potency is the fitted concentration of half-maximal effect; % of control where 0% means no effect; nearly all actives have a fitted effect of over 65% in size
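Rescue of yeast growth: cells expressing toxic alpha-synuclein, induced in galactose at OD600 0.02, incubated with compound 24 h at 30 C. ATP luminescence quantified growth; inhibitors of toxicity appear as activators.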
EPAC1 agonist – activates human EPAC1 exchange factor. O95398. EPAC1 agonist qHTS, biochemical assay; response scale: 100% = response to 6.5 mM cAMP. Potency, µM (top dose mostly 154 µM), inactives show at the top dose activation, usual class: activators. hit rate 0.073% among 360,000; note: potency is the fitted concentration of half-maximal effect; nearly all actives have a fitted effect of over 60% in size
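Nucleotide exchange by EPAC1 (100 nM) on Rap1B–BODIPY-GDP (250 nM) in the presence of 50 uM GDP is tracked fluorescently at 480/540 nm over 30 min. Signals are normalized to a 6.5 mM cAMP control.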
FUS suppressor – rescues growth of FUS-expressing yeast. Potency, µM (doses to about 76.6 µM), for inactives: at the top dose growth rescue (activation), actives largely listed as activators. hit rate 0.24% among 390,000. S. cerevisiae FUS-expressing, growth rescue, OD600, 24 h;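 note: potency is the fitted concentration of half-maximal effect; plate controls were DMSO vehicle for no effect and reference control for full effect; nearly all actives have a fitted effect of over 55% in size; some results filed as inactive show a strong effect at the top dose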
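Toxicity suppression screen in FUS-yeast. Cells induced with 2% galactose, starting OD 0.005, treated 24hr at 30C with compounds at multiple final concentrations; growth by OD600.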
Abeta rescue – A-beta toxicity reversal in yeast | yeast expressing A-beta42, growth rescue, OD600, 48 h; response scale: 0% DMSO, 100% iron-clioquinol control | Potency, µM (highest dose often 46.1 µM), for inactives: top-dose growth rescue, actives largely listed as activators | hit rate 0.063% among 410,000 | AID 1347071; note: potency is the fitted concentration of half-maximal effect; nearly all actives have a fitted effect of over 55% in size
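Yeast growth medium received pinned compounds, then yeast cells expressing toxic A-beta were added; plates incubated at 30 C for 48 hr. Growth read as absorbance at 600 nm, normalized to DMSO and equimolar FeCl3 plus clioquinol controls.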
PI5P4Ka inh – PI5P4K alpha (human) kinase inhibition | hit rate 1.2% among 330,000 | AID 652105 | PI5P4Kalpha enzyme, ADP-Glo luminescence, 60 min; stronger effect = lower value | P48426 | max response, %; active = max response of -50% or lower; inconclusive = between -30% and -50%; inactive = -30% or higher; note: value at the top dose of about 77 µM; % is set by controls: 0 for no effect and ±100 for the full control effect
Target sequence (P48426 whole entry, looked up): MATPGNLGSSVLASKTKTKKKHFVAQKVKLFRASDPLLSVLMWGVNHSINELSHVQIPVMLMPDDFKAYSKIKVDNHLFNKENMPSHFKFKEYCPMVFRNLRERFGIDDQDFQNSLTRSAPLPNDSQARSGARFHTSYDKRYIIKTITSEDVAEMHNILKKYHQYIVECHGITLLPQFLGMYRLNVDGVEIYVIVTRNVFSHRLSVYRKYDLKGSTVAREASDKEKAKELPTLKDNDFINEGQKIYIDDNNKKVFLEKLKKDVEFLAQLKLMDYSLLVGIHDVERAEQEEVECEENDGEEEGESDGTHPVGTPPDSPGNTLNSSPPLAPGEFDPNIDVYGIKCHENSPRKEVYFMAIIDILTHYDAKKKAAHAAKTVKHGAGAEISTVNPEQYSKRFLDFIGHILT
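Single end-point luminescence (ADP-Glo) quantified ADP from PI5P4Kalpha turnover; ATP 5 microM final, 1 h at RT, 0.1% CHAPS and 0.28 mM EGTA in HEPES pH 7.4.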
PLK1 PBD inh – PLK1 (human) polo-box domain binding inhibition; Potency, µM, for the others: max response, negative = inhibition, most hits filed as inhibitors; AID 720504; Plk1 PBD binding of FITC phosphopeptide, fluorescence polarization; hit rate 2.8% among 360,000; P53350; note: potency is the fitted concentration of half-maximal effect; series mostly up to about 57 µM; % is set by controls: 0 for no effect and ±100 for the full control effect; nearly all actives have a fitted effect of over 65% in size
Target sequence (P53350 whole entry, looked up, the tested form may be a part): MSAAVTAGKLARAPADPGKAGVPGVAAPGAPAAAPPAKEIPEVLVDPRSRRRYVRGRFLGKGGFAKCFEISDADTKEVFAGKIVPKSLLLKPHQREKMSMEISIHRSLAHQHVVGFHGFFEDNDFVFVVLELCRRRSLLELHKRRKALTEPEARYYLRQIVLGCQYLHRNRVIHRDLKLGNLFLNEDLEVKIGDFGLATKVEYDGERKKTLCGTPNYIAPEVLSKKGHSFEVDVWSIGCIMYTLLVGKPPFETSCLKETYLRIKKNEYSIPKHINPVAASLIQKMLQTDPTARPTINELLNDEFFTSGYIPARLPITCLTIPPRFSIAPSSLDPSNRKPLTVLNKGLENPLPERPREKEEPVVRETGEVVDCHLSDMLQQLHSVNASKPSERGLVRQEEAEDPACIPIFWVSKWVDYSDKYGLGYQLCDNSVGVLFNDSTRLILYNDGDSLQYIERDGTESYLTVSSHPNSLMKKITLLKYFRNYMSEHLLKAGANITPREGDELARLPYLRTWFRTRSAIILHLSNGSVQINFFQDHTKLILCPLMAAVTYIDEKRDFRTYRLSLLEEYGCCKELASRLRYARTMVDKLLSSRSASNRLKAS
EPAC1 antagonist – antagonists of human EPAC1; EPAC1 GEF assay, Rap1b-BODIPY-GDP exchange fluorescence; Potency, µM (titrated, usually from 115 µM), inactives show top-dose activity change, negative = inhibition, actives largely listed as inhibitors; hit rate 0.14% among 360,000;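 note: potency is the fitted concentration of half-maximal effect; plate controls were vehicle for no effect and positive control for full effect; nearly all actives have a fitted effect of over 50% in size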
IL-2 act – activators of IL-2 | IL-2 activation reporter assay, cell-based qHTS; stimulated with anti-CD3/CD4/CD28 beads; in transgenic mouse T cells | activation, % (series mostly up to about 46 µM) | hit rate 0.065% among 360,000 | AID 652025; in the data active = activation above about 50%; inconclusive = mostly about 30% to 49%; note: 0% is about no effect
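Using fluorescent plate cytometry, EGFP and DsRed are detected in transgenic mouse T cells stimulated 18 h at 37 degrees C with antibody-coated beads after 60 min compound pretreatment.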
Active calls of the source: *; ? = inconclusive; / = no result given; [ ] = dose if it differs, or a comment. Unless noted, calls come from the whole dose curve; as a rule, active = well fitted curve in the direction sought with a large enough effect; inconclusive = small, poorly fitted or top-dose-only effect, or another doubt; inactive = no such curve, though single readings can be large; an effect the other way counts as inactive or inconclusive.

SMILES	WRN helicase inh	aSyn rescue	EPAC1 agonist	FUS suppressor	Abeta rescue	PI5P4Ka inh	PLK1 PBD inh	EPAC1 antagonist	IL-2 act
O=C(NC(NNc1ccc([N+](=O)[O-])cc1)(C(F)(F)F)C(F)(F)F)c1ccc(Cl)cc1	-31%	-13%	0%	-3%	-30%	-67*	-26%	-10%	-4.3
C/C(=N\Nc1ccc([N+](=O)[O-])cc1)c1cc2ccccc2o1	-18%	-18%	0%	6%	6%	4	22%	-16%	1.4
O=C(Cn1ccc(NC(=O)OCc2ccccc2)nc1=O)NCCN1CCOCC1	-3%	-2%	5%	-26%	4%	-5	-13%	-7%	-0.1
COC(=O)c1c(C(=O)OC)c(C)n(Cc2cccnc2)c1C	6%	-10%	-5%	-2%	-12%	-5	-2%	6%	-1.0
Nc1c(-c2ccccc2)c(CN2CCOCC2)nn1-c1ccc(F)cc1	4%	-1%	8%	-34%	7%	3	-2%	3%	-0.5
CSCC[C@H](NC(=O)NCCC1=CCCCC1)C(=O)O	5%	-6%	6%	10%	5%	-3	-8%	7%	0.6
Cc1nc2c3ccccc3[nH]c(=O)n2n1	-13%	-2%	-3%	9%	-4%	-17	-7%	-7%	-4.3
O=C(Nc1ccc2ccccc2c1)c1ccccc1[N+](=O)[O-]	-9%	-6%	7%	4%	21%	0	-9%	8%	-0.6
S=C(c1ccc(-c2ccccc2)cc1)N1CCOCC1	3%	4%	7%	-11%	13%	-1	?	-4%	-2.9
Cc1cccc(C(=O)Nc2ccnc(-c3cccnc3)n2)c1	4%	-15%	12%	-31%	25%	2	-13%	5%	0.1
COc1cc(O)c(C(CCN2CCOCC2)c2ccc3c(c2)OCO3)c(OC)c1 (stereo unspecified)	3%	-1%	-14%	-17%	5%	4	-4%	2%	0.3
CCNC(=S)Nc1ccc(Cl)cc1	-4%[57.1 µM]	-19%	-8%	-11%	-3%	-3	2%	-30%	-2.5
CC(OC(=O)c1c[nH]c2ccccc12)C(=O)N1CCCC1 (stereo unspecified)	1%	8%	-12%	1%	-13%	-2	4%	-3%	1.0
CCOc1ccc(OCC)c(NC(=O)CN(C)S(=O)(=O)c2cnc[nH]2)c1	5%	0%	0%	-15%	16%	3	-1%	6%	-0.3
O=C1C(C=NCc2ccccn2)=C(O)c2ccccc21	-4%	0%	5%	-8%	17%	/	-5%	0%	-1.4
Cn1c(SCC(=O)N/N=C/c2ccco2)nc2ccccc21	5%	-7%	8%	-16%	-8%	0	-3%	-6%	0.9
COc1ccc(NCC(=O)Nc2ccc(Br)cc2F)c(OC)c1	-6%	16%	13%	38%	13%	2	-23%	10%	-3.1
Cc1cccc(C)c1N1C(=O)c2ccccc2NC(=O)C1C(=O)NCCc1ccccc1F (stereo unspecified)	-2%	-2%	-3%	-2%	-13%	-3	0%	18%	0.4
NC(=O)c1c(NC(=O)c2ccc(N3C(=O)CCC3=O)cc2)sc2c1CCCC2	-8%	-3%	-4%	?	-20%	?	-22%	-13%	1.8
CC(C)C[C@H](NC(=O)c1nc[nH]c1C(=O)NCc1ccccc1)C(=O)OCc1ccccc1	-6%	0%	-33%[inhibitor]	32%	-2%	18	-19%	-23%	0.4
COc1ccc(-c2csc(N(CCCN(C)C)C(=O)c3cc(OC)c(OC)c(OC)c3)n2)cc1	3%	-2%	5%	13%	-3%	0	-11%	5%	0.7
C=CCN1C=C2C(=O)C(C)(OC(=O)c3ccc(OC)cc3)C(=O)C(c3ccco3)=C2C=C1CCCC (stereo unspecified)	-10%	3%	7%	29%	-3%	-7	-18%	-20%	0.0
O=C(O)CNS(=O)(=O)c1ccc(F)cc1	16%	-8%	0%	21%	5%	/	-1%	-1%	-3.4
Cc1cc2cc(CNC(=O)c3ccco3)ccc2n1C	-9%	1%	-14%	44%	1%	-12	-9%	-7%	-1.3
Cc1ccsc1/C=N/Nc1ncnc2nc[nH]c12	-23%	2%	6%	-34%	-13%	?	-5%	5%	-1.2
O=C(c1cccc(Oc2ccc([N+](=O)[O-])cc2Cl)c1)N1CCOCC1	-21%	4%	20%	/	-2%	10	-9%	6%	0.3
O=c1c2ccccc2nc2n1C(CSCc1ccc(Cl)cc1)CS2 (stereo unspecified)	-19%	-1%	8%	1%	-5%[9.22 µM]	4	-8%	-14%	2.9
COc1ccc(F)cc1-c1cc(NC=O)c2ncc(-c3cccc(C(=O)N(C)C)c3)n2c1	-10%	-4%	-1%	?	-22%	-51*	-18%	-4%	-0.2
CC(=O)CCc1ccccc1	-4%	-1%	9%	-13%	3%	8	-6%	4%	0.1
O=S(=O)(c1ccc2c(c1)nc(COc1ccc(Cl)cc1)n2CC1CCCO1)N1CCOCC1 (stereo unspecified)	-9%	4%	8%	?	7%	0	-3%	-29%	-2.7
Cc1ccc(/C=N/NS(=O)(=O)c2ccc([N+](=O)[O-])cc2)o1	-23%	24%	2%	/	24%	1	-20%	-8%	-0.5
Cc1ccc(C)c(OCc2cc(C(=O)N3CCN(c4cnccn4)CC3)no2)c1	-20%	6%	2%	/	7%	-2	-5%	-2%	1.5
O=C(Cn1cnc2c(cnn2-c2ccccc2)c1=O)N1CCCc2ccccc21	-5%	8%	-9%	19%	-11%	0	-4%	-8%	-0.1
Clc1ccc2nnc(Cl)n2n1	-3%	-5%	3%	20%	-13%	-2	-5%	0%	0.5
C=C(Br)Cn1c(CC)nc2ccccc21	-5%	-5%	8%	17%	3%	6	-2%	-14%	-2.0
CC(CC(=O)NC1CCCCC1)S(=O)(=O)c1ccc2c(c1)NC(=O)CO2 (stereo unspecified)	4%[57.1 µM]	-4%	-6%	4%	5%	14	-18%	6%	-2.4
CCNC(=O)COc1ncnc2scc(-c3ccc(F)cc3)c12	0%	1%	-1%	18%	4%	5	5%	1%	2.0
C=CCNC(=O)N1c2ccccc2Sc2ccccc21	4%	0%	-9%	-17%	-4%	-15	-19%	-10%	-1.6
Cc1c(NC(=O)/C(C#N)=C/c2ccccc2)c(=O)n(-c2ccccc2)n1C	-17%	5%	8%	8%	22%	-1	-6%	-14%	-0.9
Cc1cccc(-n2cnc3c(sc4nc(N5CCOCC5)c5c(c43)CCCC5)c2=O)c1	-3%	0%	9%	37%	-23%	1	-5%	0%	-5.1
COc1ccc(C(C2C(=O)CC(C)(C)CC2=O)C2C(=O)CC(C)(C)CC2=O)cc1CO	2%	1%	8%	-23%	-4%	1	?	-11%	-1.1
N#C/C(=C\c1c(N2CCC(C(N)=O)CC2)nc2ccccn2c1=O)C(=O)NC1CCCCC1	1%	1%	-4%	0%	-5%	-4	6%	-4%	-0.4
O=C(Nc1ccc(S(=O)(=O)N2CCCC2)cc1)c1ccc([N+](=O)[O-])cc1	1%	-3%	7%	10%	-11%	-3	-14%	11%	-2.1
CC(OC(=O)c1ccc2ncsc2c1)C(=O)NC1CCCCC1C (stereo unspecified)	0%	11%	-10%	25%	-15%	5	-3%	11%	-1.2
Cc1ccc(-c2nc(CSCC(=O)N3CCOCC3)c(C)o2)cc1	6%	7%	2%	-6%	4%	/	-16%	4%	-1.5
COC(=O)c1ccc(S(=O)(=O)c2ccc(Cl)cc2)c(N)c1	4%	12%	-4%	-4%	-7%	-3	5%	19%	-0.1
CCOC(=O)CN1C(=O)S/C(=C/c2ccc3c(c2)n(C)c(=O)n3C)C1=O	-8%	10%	-4%	/	-3%	-6	1%	-3%	1.0
CCC(C)N1C(=O)S/C(=C/c2ccc(Sc3nc4ccccc4[nH]3)o2)C1=O (stereo unspecified)	-19%	2%	16%	6%	5%	/	-1%	-6%	-2.3
CC(C)CN1C(=O)c2ccc(C(=O)Nc3nccs3)cc2C1=O	-4%	8%	-7%	-1%	4%	0	-11%	-4%	0.2
COc1cc2nc(=S)n3[nH]c(COc4ccccc4C)nc3c2cc1OC	-43%	1%	2%	/	-16%	4	-19%	0%	-2.9
O=C(CSc1nnc(C2CC2)n1Cc1ccccc1)c1ccc(S(=O)(=O)N2CCOCC2)cc1	1%	0%	0%	?	17%	-8	-2%	11%	1.5
CCCc1nc2oc3c(NCCN(C)C)ncnc3c2c2c1CCCC2	4%	-8%	3%	20%	-1%	/	3%	-6%	-1.8
CCc1ccc(NC(=O)N(CCN2CCOCC2)Cc2ccc3c(c2)CCCN3CC)cc1	-13%	-3%	21%	20%	8%	/	-14%	12%	-2.8
CCOC(=O)C1=C(COC(=O)c2cc(S(=O)(=O)N(C)C)ccc2C)NC(=O)NC1C (stereo unspecified)	5%	-1%	8%	/	6%	4	-10%	-4%	-0.3
CCOc1ccc(NC(=O)CN(C)C(=O)c2cn(-c3ccccc3)nc2-c2cccs2)cc1OCC	-35%	-1%	16%	/	-8%	6	-1%	-25%	-3.9
CCOc1ccccc1NC(=O)c1ccccc1-c1nc(-c2ccccc2OC)no1	-8%	13%	-5%	27%	-4%	5	-1%	-6%	1.2
COc1ccc(CNC(=O)CS(=O)(=O)Cc2nc(-c3cccc(OC)c3)oc2C)cc1	-2%	-4%	-4%	21%	-6%	3	-17%	3%	-0.8
